UDG counter: Primary qHTS assay for inhibitors of Activation Induced Cytidine Deaminase (AID): UDG Counterscreen signal. Uracil-DNA glycosylase. FRET deamination/UDG coupled assay, UDG read, 4 h. Potency, µM (highest dose often 115 µM), inactives show at the highest dose activity change, negative = inhibition, usual class: inhibitors. 91,000 tested, 0.14% active; further: nearly all actives have a fitted effect of over 65% in size
AID inh: Primary qHTS assay for inhibitors of Activation Induced Cytidine Deaminase (AID): AID signal | Single-stranded DNA cytosine deaminase (Homo sapiens), Q9GZX7 | AID deamination FRET fluorescence, UDG-coupled, 4 h | Potency, µM (highest dose often 115 µM), for inactives: top-dose activity change, negative = inhibition, hits mostly inhibitors | 91,000 tested, 0.32% active; further: nearly all actives have a fitted effect of over 25% in size
Target sequence (Q9GZX7 whole entry, looked up): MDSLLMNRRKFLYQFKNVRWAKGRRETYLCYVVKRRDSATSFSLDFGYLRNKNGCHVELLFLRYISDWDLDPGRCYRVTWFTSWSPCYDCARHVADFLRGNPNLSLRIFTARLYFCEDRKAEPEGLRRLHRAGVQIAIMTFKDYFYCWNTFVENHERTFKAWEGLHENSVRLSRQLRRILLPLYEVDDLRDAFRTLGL
Numbers without * were called inactive; [ ] = another dose, or the depositor's remark. The call rests on the fitted dose curve; in most records, active means well fitted curve in the direction sought with a large enough effect; inconclusive means small, poorly fitted or top-dose-only effect, or another doubt; inactive means no such curve, though single readings can be large; an effect the other way counts as inactive or inconclusive. On the % scale 0 is the no-effect control and ±100 the full control effect; potency means the concentration at half of the fitted maximal effect. These rows are one share of the data; count on the stated rates, not on these rows.

What do the screens show for `Cc1ccc(-n2c(=O)c3ccc(C(=O)NCc4ccco4)cc3n(Cc3cccc(Cl)c3)c2=O)cc1`?
UDG counter: 2%; AID inh: -2%

How did CC(C)c1ccc(C(=O)Nc2cccc3cccnc23)cc1 do in these assays?
UDG counter: -10%; AID inh: inconclusive

How did [O-][n+]1cn(O)cc1/C=N/O do in these assays?
UDG counter: -8%; AID inh: 10%

Results for COc1cc(CNCCCSc2nnnn2C)cc(Br)c1OC ?
UDG counter: 0%; AID inh: 7%

Results for Cc1ccc(Nc2c3c(nc4ccccc24)CCC3)cc1F ?
UDG counter: -22%; AID inh: inconclusive

Results for O=C(CNC(=O)C1CCC(CNS(=O)(=O)c2ccc(Cl)cc2)CC1)NCCO (stereo not given) ?
UDG counter: -2%; AID inh: -3%

What do the screens show for `CCCn1cnc2cc(NCc3ccccc3OCC)ccc21`?
UDG counter: 1%; AID inh: 5%

How did O=C1CCCC2=C1C(c1cccc(F)c1)C1=C(CCCC1=O)O2 do in these assays?
UDG counter: 7%; AID inh: 2%

What do the screens show for `CONC(=O)c1ccc(SC(F)(F)F)cc1`?
UDG counter: -8%; AID inh: -5%

How did CCCCCC(=O)Nc1ccc2oc(-c3cccnc3)nc2c1 do in these assays?
UDG counter: 4%; AID inh: -7%

What do the screens show for `CCOC(=O)CCNC(=O)c1ccccc1Cl`?
UDG counter: 0%; AID inh: 11%

What do the screens show for `Cc1ccn2c(=O)cc(CSc3nnc(C)s3)nc2c1`?
UDG counter: -3%; AID inh: 8%

An excerpt from above in order of molecular weight, low to high.
What do the screens show for `CONC(=O)c1ccc(SC(F)(F)F)cc1`?
UDG counter: -8%; AID inh: -5%

What do the screens show for `Cc1ccn2c(=O)cc(CSc3nnc(C)s3)nc2c1`?
UDG counter: -3%; AID inh: 8%

What do the screens show for `CCCn1cnc2cc(NCc3ccccc3OCC)ccc21`?
UDG counter: 1%; AID inh: 5%

Results for O=C(CNC(=O)C1CCC(CNS(=O)(=O)c2ccc(Cl)cc2)CC1)NCCO (stereo not given) ?
UDG counter: -2%; AID inh: -3%

What do the screens show for `Cc1ccc(-n2c(=O)c3ccc(C(=O)NCc4ccco4)cc3n(Cc3cccc(Cl)c3)c2=O)cc1`?
UDG counter: 2%; AID inh: -2%

Additional results
What do the screens show for `CCCCCCNC(=O)CCNC(=O)c1ccccc1`?
UDG counter: 4%; AID inh: 0%

What do the screens show for `CCc1oc2cc(O)ccc2c(=O)c1-c1ccccc1OC`?
UDG counter: -2%; AID inh: -14%

Results for O=C(NC1CCCCC1)c1ccc2c(c1)N(Cc1cccc(Cl)c1)C(=O)c1ccccc1S2(=O)=O ?
UDG counter: -4%[57.5 µM]; AID inh: 0%

What do the screens show for `COCCCN1C(=O)c2oc3ccccc3c(=O)c2C12C(=O)N(C)c1ccccc12` (stereo not given)?
UDG counter: 1%; AID inh: 19%

How did Cc1ccc(CSc2nc3cccnc3n2Cc2ccc(C(=O)NCc3ccco3)cc2)cc1 do in these assays?
UDG counter: -3%[57.5 µM]; AID inh: -5%

What do the screens show for `Brc1ccc(CNCc2cccnc2-n2cccn2)cc1`?
UDG counter: -1%; AID inh: 1%

Results for CC(C)CNC(=O)Cc1ccc2c(c1)CCCC2 ?
UDG counter: -12%; AID inh: -10%

Results for COc1ccc(NC(=O)c2c(C)oc3ccc(O)c(CN4CCOCC4)c23)cc1 ?
UDG counter: 3%; AID inh: 26%

What do the screens show for `COc1ccc(-c2noc(CSc3nc(C4CC4)n(-c4ccccc4)n3)n2)cc1`?
UDG counter: -13%; AID inh: -9%

Results for CN1CCN(C(=O)c2cc(-c3ccccn3)nc3ccccc23)CC1 ?
UDG counter: 4%; AID inh: 2%

Results for Cc1cc(C)c(Cn2c(=O)n(CCCCC(=O)NCc3ccccc3Cl)c(=O)c3ccccc32)c(C)c1 ?
UDG counter: -15%; AID inh: 17%

Results for Cc1ccc2oc(=O)c3cc(C(=O)Nc4cccc(C#N)c4)sc3c2c1 ?
UDG counter: -1%; AID inh: -1%

Grouped by structure, those above containing a Cl atom
What do the screens show for `Cc1ccc(-n2c(=O)c3ccc(C(=O)NCc4ccco4)cc3n(Cc3cccc(Cl)c3)c2=O)cc1`?
UDG counter: 2%; AID inh: -2%

Results for O=C(CNC(=O)C1CCC(CNS(=O)(=O)c2ccc(Cl)cc2)CC1)NCCO (stereo not given) ?
UDG counter: -2%; AID inh: -3%

What do the screens show for `CCOC(=O)CCNC(=O)c1ccccc1Cl`?
UDG counter: 0%; AID inh: 11%

Results for O=C(NC1CCCCC1)c1ccc2c(c1)N(Cc1cccc(Cl)c1)C(=O)c1ccccc1S2(=O)=O ?
UDG counter: -4%[57.5 µM]; AID inh: 0%

Results for Cc1cc(C)c(Cn2c(=O)n(CCCCC(=O)NCc3ccccc3Cl)c(=O)c3ccccc32)c(C)c1 ?
UDG counter: -15%; AID inh: 17%

Further entries follow:
Results for Cc1ccc2c(=O)cc(C(=O)Nc3ccc4nsnc4c3)oc2c1 ?
UDG counter: 3%; AID inh: 12%

Results for COc1ccc(CCN2CCC(CNC(=O)c3cnn(-c4ccccc4)c3C3CCN(C(=O)OC(C)(C)C)CC3)CC2)cc1 ?
UDG counter: 43%[activator]; AID inh: inconclusive

What do the screens show for `Cc1cc(S(=O)(=O)Nc2ccc3oc4c(c3c2)CCCC4)ccc1Cl`?
UDG counter: -2%[57.5 µM]; AID inh: -22%[57.5 µM]

What do the screens show for `Cc1ccc(S(=O)(=O)N(CC(=O)NCCSc2ccc(Cl)cc2)c2ccccc2C)cc1`?
UDG counter: inconclusive; AID inh: inconclusive

How did COc1ccc(Cn2c(=O)n(-c3ccc(F)c(Cl)c3)c(=O)c3c2c2cc(OC)ccc2n3C)cc1 do in these assays?
UDG counter: 5%; AID inh: -6%

What do the screens show for `Cc1cc(C(C)(C)C)ccc1OC(=O)/C=C/c1cccs1`?
UDG counter: 6%; AID inh: 0%

What do the screens show for `COC(=O)c1cccc(COc2ccc(Br)cc2)c1`?
UDG counter: 5%; AID inh: -6%

Results for CCN(C(=O)c1ccc2c(c1)N(Cc1cccc(Cl)c1)C(=O)c1ccccc1S2=O)c1ccccc1 (stereo not given) ?
UDG counter: -21%; AID inh: inconclusive

Results for COc1ccccc1CNC(=O)c1ccc(-c2nc(CS(=O)(=O)c3ccc(C)cc3)c(C)o2)cc1 ?
UDG counter: -14%; AID inh: -16%

Results for COc1ccc(S(=O)(=O)N2CCC[C@H]2C(=O)Nc2cc(C)on2)cc1Cl ?
UDG counter: 5%; AID inh: -3%

What do the screens show for `COc1cccc(NC(=O)CN2C(=O)C3(SCC(=O)N3c3cc(C)cc(C)c3)c3ccccc32)c1` (stereo not given)?
UDG counter: 7%; AID inh: -11%

How did Oc1c(C(c2ccccc2)N2CCN(Cc3ccccc3)CC2)sc2nc(-c3ccco3)nn12 (stereo not given) do in these assays?
UDG counter: 2%; AID inh: 10%

What do the screens show for `Cc1nnc(SCC(=O)NCCc2ccco2)c2nn(-c3ccccc3)c(C)c12`?
UDG counter: inconclusive; AID inh: -16%

What do the screens show for `Cc1ccc(NC(=O)C2CCN(S(=O)(=O)c3cc(-c4noc(C)n4)ccc3C)CC2)c(C)c1`?
UDG counter: -8%; AID inh: 7%

What do the screens show for `Cc1ccc2cc3cc(C(=O)N(C)c4ccccc4C)oc3nc2c1`?
UDG counter: -10%; AID inh: inconclusive

What do the screens show for `Nc1nccnc1C(=O)NCCc1ccc(C(F)(F)F)cc1`?
UDG counter: -1%; AID inh: -2%

What do the screens show for `COCCCNC(=O)CCn1c(=O)c2ccccc2n(CC(=O)Nc2c(C)cc(C)cc2C)c1=O`?
UDG counter: -23%; AID inh: -1%

What do the screens show for `O/N=C/c1c(O)ccc2ccccc12`?
UDG counter: -2%; AID inh: 0%

How did Cc1cccc(-n2nnc(-c3nc(-c4cccs4)no3)c2N)c1 do in these assays?
UDG counter: -4%; AID inh: 7%

What do the screens show for `O=C(NC(NC(=O)c1cccc(Cl)c1)c1ccccc1)c1cccc(Cl)c1`?
UDG counter: 6%; AID inh: -3%

How did CCc1cccc(-n2c(=O)c3cccnc3n2CC(=O)Nc2ccc(OC)c(Cl)c2)c1 do in these assays?
UDG counter: -12%; AID inh: inconclusive

Results for Cc1cccc(N2CCN(C(=O)Cn3c(-c4cccs4)cc4ccccc43)CC2)c1C ?
UDG counter: -17%; AID inh: -3%

Results for Cc1oc(-c2ccc(OC(C)C)cc2)nc1Cn1nnc(C(=O)NCc2ccc(Cl)cc2)c1N ?
UDG counter: -3%; AID inh: -11%

What do the screens show for `COc1ccc(OC)c(C2CC(=O)c3c([nH]c(C(=O)OC4CCC(C)CC4)c3C)C2)c1` (stereo not given)?
UDG counter: -3%; AID inh: -14%

What do the screens show for `Cc1cc(C)cc(NC(=O)N2CCC(N3CCN(Cc4ccccc4)C(=O)C3=O)CC2)c1`?
UDG counter: -18%[57.5 µM]; AID inh: -6%

Results for CCOc1ccc(NC(=O)C2CC(=O)Nc3c(-c4ccc(F)cc4)cnn32)cc1 (stereo not given) ?
UDG counter: 4%; AID inh: -6%

What do the screens show for `C[C@]12CCC(=O)C=C1CC[C@@H]1[C@@H]2CC[C@@]2(C)[C@H]1CC[C@@]21CCC(=O)O1`?
UDG counter: -11%; AID inh: -6%

How did O=C(N/N=C/c1ccsc1)c1cccc(C(F)(F)F)c1 do in these assays?
UDG counter: -9%; AID inh: -5%

Results for CCOC(=O)c1cc(CC)sc1NC(=O)COc1ccccc1C ?
UDG counter: 18%; AID inh: 2%

What do the screens show for `COc1ccc(CCNC(=O)c2cnc3ccc(C)cn3c2=O)cc1OC`?
UDG counter: -1%; AID inh: -3%

What do the screens show for `O=C(CCc1nnc2ccc(N3CCCCC3)nn12)N1CCCC1`?
UDG counter: -9%; AID inh: -9%

Results for Cc1nc2cc(NS(=O)(=O)c3cc(Cl)cc(Cl)c3)ccc2o1 ?
UDG counter: -2%; AID inh: 14%

How did O=C(NCCc1cccc(F)c1)C1CC=CCC1 (stereo not given) do in these assays?
UDG counter: 5%; AID inh: 1%

What do the screens show for `Cc1nn(C)c2c1c(C(F)(F)F)cc(=O)n2CC(=O)N1CCCCC1C` (stereo not given)?
UDG counter: 7%; AID inh: inconclusive

How did CC(C)CCn1nc(C(=O)OCc2nnc(-c3ccccc3)o2)c2ccccc2c1=O do in these assays?
UDG counter: 2%; AID inh: -2%

What do the screens show for `Cc1cc(NC(=O)c2cccn2-c2nnc(N3CCCCC3)s2)ccc1Br`?
UDG counter: 27%; AID inh: inconclusive

How did COc1ccc(OCCn2nnc3sc4c(c3c2=O)CCC(C(C)(C)C)C4)cc1 (stereo not given) do in these assays?
UDG counter: inconclusive; AID inh: -7%

Results for COc1ccc(NC(=O)Cn2c(-c3ccc(F)cc3)cc(C(C)=O)c2C)c(OC)c1 ?
UDG counter: inconclusive; AID inh: 14%

How did CC(=O)OCC1OC(Oc2ccc(C(=O)Cc3ccc4c(c3)OCCO4)c(O)c2)C(OC(C)=O)C(OC(C)=O)C1OC(C)=O (stereo not given) do in these assays?
UDG counter: 5%; AID inh: 2%

How did CCc1cccc(NCc2ccccc2-c2nnc(-c3ccccc3Cl)o2)c1 do in these assays?
UDG counter: -7%; AID inh: -3%

What do the screens show for `O=C(NCc1ccc(Cl)cc1)C(=O)NCC(c1ccc2c(c1)OCO2)N1CCOCC1` (stereo not given)?
UDG counter: 3%[57.5 µM]; AID inh: -4%

What do the screens show for `NC1CCN(CCCc2ccccc2)CC1`?
UDG counter: -6%; AID inh: 0%

How did Cc1nn(C)c(Cl)c1C=O do in these assays?
UDG counter: -1%; AID inh: 4%

How did COc1ccc(C2=[N+]([O-])C(C)(c3ccccc3)N(O)C2C)cc1 (stereo not given) do in these assays?
UDG counter: 0%; AID inh: -10%

Results for CCCN(Cc1ccccc1)C(=O)c1ccc(NC(C)=O)s1 ?
UDG counter: -11%; AID inh: -15%

How did Cc1ccccc1C(=O)NC1(C(F)(F)F)C(=O)Nc2c1c(=O)[nH]c(=O)n2CCc1ccccc1 (stereo not given) do in these assays?
UDG counter: 1%; AID inh: 3%

Results for Cc1ccc(N(C)C(=O)C2CCN(S(=O)(=O)c3ccc4c(c3)CCCN4C(=O)C3CCC3)CC2)cc1 ?
UDG counter: -7%; AID inh: -19%

Results for CCOC(=O)C(C)Oc1ccc2c(=O)c(Oc3ccc(OCC)cc3)c(C)oc2c1 (stereo not given) ?
UDG counter: 0%; AID inh: -12%

What do the screens show for `Cc1ccc(N2C(=O)c3n[nH]c(C)c3C2c2ccc(Cl)cc2)cc1` (stereo not given)?
UDG counter: -1%; AID inh: -3%

Results for O=S(Cc1cccc(F)c1)Cc1coc(-c2cccc(F)c2)n1 (stereo not given) ?
UDG counter: -5%; AID inh: -11%

Results for CC(=O)Nc1ccc(S(=O)(=O)N(C)CC(=O)Nc2ccc(-c3ccccc3)cc2)cc1 ?
UDG counter: -1%; AID inh: -1%

Assay outcomes from PubChem.
